# TDP1 block = blocks human tyrosyl-DNA phosphodiesterase 1. hit rate 0.28% among 350,000. recombinant TDP1, AlphaScreen DNA substrate cleavage. Q9NUW8. AID 485290. Potency, µM (doses to about 130 µM), for inactives: at the highest dose activity change, negative = inhibition, most hits filed as inhibitors; note: nearly all actives have a fitted effect of over 40% in size
# Target sequence (Q9NUW8 whole entry, looked up): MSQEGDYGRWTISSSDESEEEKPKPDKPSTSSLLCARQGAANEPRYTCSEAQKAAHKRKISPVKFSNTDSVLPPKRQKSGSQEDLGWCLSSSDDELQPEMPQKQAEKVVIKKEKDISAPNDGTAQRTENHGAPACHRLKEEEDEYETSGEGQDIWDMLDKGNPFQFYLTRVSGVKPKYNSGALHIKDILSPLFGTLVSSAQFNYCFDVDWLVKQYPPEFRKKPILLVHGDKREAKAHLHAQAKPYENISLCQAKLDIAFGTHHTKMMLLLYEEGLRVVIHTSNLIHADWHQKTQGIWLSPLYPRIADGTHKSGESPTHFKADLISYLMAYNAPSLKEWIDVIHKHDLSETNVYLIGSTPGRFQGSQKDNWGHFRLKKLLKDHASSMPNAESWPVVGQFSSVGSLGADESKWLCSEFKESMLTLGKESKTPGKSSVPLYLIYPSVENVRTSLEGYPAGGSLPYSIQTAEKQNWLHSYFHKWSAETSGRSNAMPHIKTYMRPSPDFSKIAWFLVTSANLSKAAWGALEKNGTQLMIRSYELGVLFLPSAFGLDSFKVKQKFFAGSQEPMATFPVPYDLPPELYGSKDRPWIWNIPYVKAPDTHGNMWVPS
#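 Recombinant human Tdp1 (E. coli-expressed, 1 nM final) preincubated with compounds 15 min at room temperature, then 5'-biotin/3'-phosphotyrosine-FITC DNA substrate (15 nM final) added for 5 min. AlphaScreen beads (10 ug/ml final) added 10 min; cleavage lowers signal.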
# TDP1 cell noCPT = qHTS for Inhibitors of human tyrosyl-DNA phosphodiesterase 1 (TDP1): qHTS in cells in absence of CPT. DT40 Tdp1-/- hTDP1 cells, no CPT, ATP luminescence, 48 h. hit rate 15% among 420,000. Potency, µM (series often up to 46.2 µM), for the others: at the top dose activity change, negative = growth inhibition, usual class: inhibitors; note: nearly all actives have a fitted effect of over 55% in size
#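 Growth of hTDP1-complemented DT40 Tdp1-knockout cells is measured by ATP luminescence after at least 48 hr compound exposure at 37 °C, with DMSO substituting for the 20 nM CPT used in the parallel screen.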
# DT40 TDP1 CPT = growth inhibition of DT40 Tdp1-/-;hTDP1 cells with camptothecin (screen for TDP1 inhibitors); hit rate 12% among 420,000; AID 686979; chicken DT40 Tdp1-/-;hTDP1 cells + 20 nM CPT, ATP luminescence, 48 h; Potency, µM (series often up to 46.2 µM), inactives show at the highest dose activity change, negative = growth inhibition, usual class: inhibitors; note: nearly all actives have a fitted effect of over 55% in size
#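 Chicken DT40 Tdp1-/- cells complemented with human TDP1, 400 cells/well, exposed to compounds plus 20 nM camptothecin for at least 48 h at 37 C; viability read as ATP content by CellTiter-Glo luminescence.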
# * marks the source's active call; other numbers are inactive results; u = inconclusive; x = no result given; & = joins results of further samples; [ ] = dose if it differs, or a comment. Calls come from the whole dose curve; as a rule, active = well fitted curve in the direction sought with a large enough effect; inconclusive = small, poorly fitted or top-dose-only effect, or another doubt; inactive = no such curve, though single readings can be large; an effect the other way counts as inactive or inconclusive. % is set by controls: 0 for no effect and ±100 for the full control effect; potency is the fitted concentration of half-maximal effect. An excerpt; count on the stated rates, not on these rows.
SMILES,TDP1 block,TDP1 cell noCPT,DT40 TDP1 CPT
CC(=NCc1cccnc1)c1c(O)n(-c2ccccc2)c(=O)[nH]c1=O,7.6%,-0.1%,-10.8%
Nc1c(C(=O)NCc2ccco2)c2nc3ccccc3nc2n1Cc1ccccc1,-2.5%,25.9µM*,16.4µM*
Cc1ccc(CN2CCCN(Cc3ccccc3C)S2(=O)=O)cc1,x,-20.5%,-17.3%
C[C@H]1CN([C@@H](C)CO)C(=O)c2cc(NC(=O)C3CCCCC3)ccc2O[C@H]1CN(C)Cc1ccc(-c2ccccc2)cc1,2.8%,u,u
COc1cc2[nH]c(C(=O)N3CCC4(CC3)OCCO4)cc2c(OC)c1OC,-0.2%,25.8%,-5.5%
CCC(=NCC1CCCO1)c1c(O)[nH]c(=O)[nH]c1=O (stereo unspecified),5.9%,-10.3%,-3.1%
O=C(CN1CCCCC1)c1ccccc1F,4.9%,20.1%,-2.5%
CN(C)CCCN=Cc1c(O)n(Cc2ccco2)c(=O)[nH]c1=O,0.0%,-2.0%,-9.2%
CCn1cc(C(=O)N2CCOCC2)c2ccccc21,-1.2%,2.2%,-5.7%
Cc1oc(-c2ccccc2F)nc1CS(=O)(=O)CC(=O)N1CCN(c2cccc(C(F)(F)F)c2)CC1,6.4%,u,u
COC(=O)C1=C(c2ccc(OC(F)(F)F)cc2)C[C@@H]2CC[C@H]1N2C(=O)NCc1cccc2ccccc12,-0.1%,u,u
CCCN(CCC)[C@@H]1CCc2ccc(O)cc2C1,4.8%&4.8%,-0.8%,5.6%
Cc1cc(=O)oc2cc(OCC(=O)N3C[C@H]4C[C@@H](C3)c3cccc(=O)n3C4)c(Cl)cc12,x,-2.2%,1.0%
CCOc1ccc(NC(=O)c2ccc(NC(=O)COC(=O)Cc3ccccc3)cc2)cc1,5.4%,-1.9%,-5.9%
COCCNC(=O)c1c(N)n(CCC(C)C)c2nc3ccccc3nc12,-13.1%,18.4µM*,11.6µM*
O=C(C(Cc1ccccc1)NS(=O)(=O)c1ccc(F)cc1)N1CCC2(CC1)OCCO2 (stereo unspecified),5.1%,-17.6%,-5.7%
O=C1NC2CCCCN2C12CCN(CCCN1c3ccccc3CCc3ccc(Cl)cc31)CC2 (stereo unspecified),x,23.7µM*,u
CN(C)C(=O)Oc1ccc(Br)c2ccccc12,-2.7%,2.1%,u
c1cncc(CNC2CCCC2)c1,-8.6%,-1.0%,3.3%
CN(C=O)CP(=O)(O)CN(C)C=O,-5.9%,-23.1%,13.7%
CC(C)(C)OC(=O)c1c(N)n(Cc2ccco2)c2nc3ccccc3nc12,5.2%,u,u
CCCCNC(=O)c1c(N)n(Cc2ccc3c(c2)OCO3)c2nc3ccccc3nc12,-6.6%,u,29.1µM*
CC(C)c1ccc(OCC(=O)N2CCCN(C)CC2)cc1,0.8%,4.5%,-3.5%
COc1ccc(C(Nc2ccccc2)P(=O)(Oc2ccccc2)Oc2ccccc2)cc1 (stereo unspecified),-2.8%,u,-4.3%
CCN(c1ccccc1)S(=O)(=O)c1cccc(C(=O)NCc2cccnc2)c1,x,u,u
CCOP(=S)(OCC)SCC(=O)NC(C(=O)O)C(C)C (stereo unspecified),-5.9%,2.9%,4.3%
O=C(Oc1ccccc1)N1CCC2(CCN(Cc3nccs3)CC2)CC1,x,u,-29.2%
COc1ccc2nc3oc(C(=O)N4CCC5(CC4)OCCO5)cc3cc2c1,-1.2%,-18.4%,-22.4%
Nc1ccncc1Cl,2.9%,-13.3%,-5.7%
O=C1NCN(c2ccccc2)C12CCN(C(c1ccccc1OC(F)(F)F)c1nnnn1C1CCCCC1)CC2 (stereo unspecified),x,u,u
N#CCCCCC#N,0.1%&-0.3%,8.4%,u
O=c1c2ccccc2nc(CSc2ncnc3nc[nH]c23)n1-c1ccc(Cl)c(Cl)c1,2.1%,10µM*,7.08µM*
N[C@@H](Cc1c[nH]c2ccccc12)c1nnc(SCc2ccc(Cl)cc2)o1,10.4%,u,-13.8%
O=C1CC(=O)N(Cc2ccccc2)C(=O)N1CCCCCCN1C(=O)CC(=O)N(Cc2ccccc2)C1=O,0.0%,2.1%,20.6%
COc1ccc(C2=CC(c3ccc(OC)c(OC)c3)c3c(c4ccccc4oc3=O)O2)cc1OC (stereo unspecified),x,u,u
CCCCn1c(O)c(C(C)=Nc2ccc(OCC)cc2)c(=O)[nH]c1=O,4.0%,23.1µM*,18.4µM*
Cc1oc(-c2ccc(Cl)cc2)nc1CN1CCC(C(=O)NCCCN2CCN(c3cccc(Cl)c3)CC2)CC1,8.1%,2.59µM*,5.17µM*
CCCc1nc2ccccc2c(=O)n1-c1cccc(OC)c1,4.0%,u,18.4µM*
CC(=O)OCC(=O)C1CCC2C3CC=C4CC(O)CCC4(C)C3CCC12C (stereo unspecified),x,u,-2.2%
CNCCc1c[nH]c2ccc(O)cc12,-10.3%[56.1 µM],-14.1%&2.1%,-4.9%&-3.1%
Cc1ccc(C(=O)COC(=O)Cc2ccccc2)cc1,-11.5%,-2.0%,-3.7%
Cc1cccc(C)c1N1CCN(c2c(C)cccc2C)CC1,x,0.4%,1.5%
Cc1nn(C)cc1/C=C1/CC2C3CC=C4CC(O)CCC4(C)C3CCC2(C)C1=O (stereo unspecified),x,u,1.0%
O=C(Nc1ccon1)c1cccn(Cc2cccc(Cl)c2)c1=O,6.6%,-0.9%,-21.7%
COc1ccc2c(c1)CC1(CN2C)C(=O)NC(=O)N(c2ccc(C)cc2)C1=O (stereo unspecified),7.1%,-28.7%,11.7%
CNC(=O)O/N=C(\N)Cc1csc2ccc(Cl)cc12,3.1%,u,16.4µM*
O=C(Nc1ccc(Cl)c(Cl)c1)c1ccco1,0.6%,-25.0%,5.5%
CC12C(C(=O)O)C1(c1ccccc1)C2C(=O)O (stereo unspecified),x,3.9%,5.6%
CC(=O)Oc1c2c(c(CC=C(C)C)c3c1C(=O)C1=CC4CC5C(C)(C)OC(C/C=C(\C)C(=O)O)(C4=O)[C@]15O3)OC(C)(CCC=C(C)C)C=C2 (stereo partly specified),9.0%,0.92µM*,0.82µM*
Cc1[nH]c2ccc(O)cc2c1CCN,7.4%[56.1 µM],-0.4%&6.3%&-6.3%,3.2%&14.6%&10.1%
# Carrying on.
SMILES,TDP1 block,TDP1 cell noCPT,DT40 TDP1 CPT
O=C(NCCCN1CCOCC1)C(Cl)(Cl)Cl,1.1%,-1.7%,3.4%
CC(=O)C12CC(C)=C(C)CC1CC1C3CCC4=CC(=O)CCC4(C)C3CCC12C (stereo unspecified),x,u,13µM*
Fc1ccc(C(OCCN2CCN(C/C=C\c3ccccc3)CC2)c2ccc(F)cc2)cc1,24.1%[56.1 µM],6.68µM*,5.31µM*
Cc1ccc(NC(=O)c2cc(S(=O)(=O)N3CCOCC3)c(Cl)cc2Cl)cc1,-9.3%[12.3 µM],18.4µM*,u
CCOP(=O)(OCC)C(NS(=O)(=O)c1ccccc1)C(Cl)(Cl)Cl (stereo unspecified),0.0%,-20.0%,0.7%
COc1ccc(-n2c(=S)[nH]c3c(sc(=S)n3-c3ccccc3)c2=O)c(OC)c1,0.0%,16.4µM*,20.6µM*
O=C1NC(=O)N(CCc2ccc(F)cc2)C(=O)/C1=C/c1ccco1,x,u,u
N#Cc1ccc(Cn2cc(C(=O)c3ccco3)c3ccccc32)cc1,5.1%,23.1µM*,u
COC(=O)c1ccc(CN2CCSC2=N)cc1,6.5%,-13.8%,-1.9%
O=C(CCS(=O)(=O)c1ccc(Cl)cc1)Nc1cccc(S(=O)(=O)N2CCCCCC2)c1,x,u,u
CCOC(=O)NC(C)(C)Cc1ccc(Cl)cc1,x,u,4.9%
CCCCc1nn2c(=O)cc(COC(=O)Cc3ccccc3)nc2s1,12.3%,-0.1%,-22.4%
Cc1cc(N2CCCCC2)nc2ccc(NC(=O)/C=C/c3ccc(OC(C)C)cc3)cc12,11.8%,7.31µM*,9.2µM*
CCN1C(=O)c2ccccc2Sc2ccc(NC(=O)Nc3ccc(Br)c(C)c3)cc21,5.5%,u,u
CC1N=C(N)OC1c1ccccc1 (stereo unspecified),x,u,-27.9%[92.5 µM]
[O-]c1ccccc1-[n+]1c(-c2ccccc2)cc(-c2ccccc2)cc1-c1ccccc1,4.0%,2.06µM*,2.06µM*
C[N+]1(CC(COCc2ccccc2)OC(=O)Cc2ccccc2)CCOCC1 (stereo unspecified),1.3%,-3.4%,-1.5%
CCCCn1nnnc1C(c1ccccc1)N1CCC2(CC1)C(=O)NCN2c1ccccc1 (stereo unspecified),x,u,u
Oc1ccc2c3c1OC1C(O)CC[C@]4(O)C(C2)N(CC2CCC2)CC[C@]314 (stereo partly specified),-7.3%[56.1 µM],0.1%,7.3%
Cc1ccc(-n2c(O)c(/C=N/NC(=O)c3ccncc3)c(=O)[nH]c2=O)cc1C,3.1%,u,-23.9%
O=C/C=C/c1ccccc1,1.0%&6.4%&5.4%&-12.7%,7.4%&6.8%,-4.1%&4.9%
CCCCNC(C)Cc1ccccc1 (stereo unspecified),1.6%,-3.7%,-1.7%
CCCCC(=O)OCC(=O)C1(O)Cc2c(O)c3c(c(O)c2C(OC2CC(NC(=O)C(F)(F)F)C(O)C(C)O2)C1)C(=O)c1c(OC)cccc1C3=O (stereo unspecified),x,2.06µM*,1.16µM*
Cc1ccc(N2C(=O)NC(=O)C(CCc3ccccn3)(Cc3cccc(Cl)c3Cl)C2=O)cc1 (stereo unspecified),2.7%,3.4%,-9.2%
CC[C@H](C)/C=C(C)/C=C/C1=CC2=C(Cl)C(=O)[C@@](C)(OC(C)=O)C(=O)C2=CO1,x,u,u
C=CCN1C(=O)C2(C(C(=O)OCC)=C(N)Oc3ccccc32)C2=C1CCCC2=O (stereo unspecified),2.3%,-14.5%,-0.3%
CN1C(CC(O)c2ccccc2)CCCC1CC(O)c1ccccc1 (stereo unspecified),x,-20.8%,-1.5%
O=[N+]([O-])c1cccc(NP(=O)(N2CC2)N2CC2)c1,x,6.51µM*,2.06µM*
CCCCC[C@H]1CCCCC[C@@H](O)C[C@H](O)[C@H](O)/C=C/C(=O)O1,x,u,u
Oc1ccc2c3c1OC1[C@H](O)CC[C@@]4(O)[C@@H](C2)N(CC2CC2)CC[C@]314 (stereo partly specified),0.8%&1.4%,-3.1%&8.9%,1.3%&11.1%

# Part of the list above, with bars between the fields.
canonical_smiles | TDP1 block | TDP1 cell noCPT | DT40 TDP1 CPT
CCN1C(=O)c2ccccc2Sc2ccc(NC(=O)Nc3ccc(Br)c(C)c3)cc21 | 5.5% | u | u
CC1N=C(N)OC1c1ccccc1 (stereo unspecified) | x | u | -27.9%[92.5 µM]
[O-]c1ccccc1-[n+]1c(-c2ccccc2)cc(-c2ccccc2)cc1-c1ccccc1 | 4.0% | 2.06µM* | 2.06µM*
C[N+]1(CC(COCc2ccccc2)OC(=O)Cc2ccccc2)CCOCC1 (stereo unspecified) | 1.3% | -3.4% | -1.5%
CCCCn1nnnc1C(c1ccccc1)N1CCC2(CC1)C(=O)NCN2c1ccccc1 (stereo unspecified) | x | u | u
Oc1ccc2c3c1OC1C(O)CC[C@]4(O)C(C2)N(CC2CCC2)CC[C@]314 (stereo partly specified) | -7.3%[56.1 µM] | 0.1% | 7.3%
Cc1ccc(-n2c(O)c(/C=N/NC(=O)c3ccncc3)c(=O)[nH]c2=O)cc1C | 3.1% | u | -23.9%
O=C/C=C/c1ccccc1 | 1.0%&6.4%&5.4%&-12.7% | 7.4%&6.8% | -4.1%&4.9%
CCCCNC(C)Cc1ccccc1 (stereo unspecified) | 1.6% | -3.7% | -1.7%
CCCCC(=O)OCC(=O)C1(O)Cc2c(O)c3c(c(O)c2C(OC2CC(NC(=O)C(F)(F)F)C(O)C(C)O2)C1)C(=O)c1c(OC)cccc1C3=O (stereo unspecified) | x | 2.06µM* | 1.16µM*
Cc1ccc(N2C(=O)NC(=O)C(CCc3ccccn3)(Cc3cccc(Cl)c3Cl)C2=O)cc1 (stereo unspecified) | 2.7% | 3.4% | -9.2%
CC[C@H](C)/C=C(C)/C=C/C1=CC2=C(Cl)C(=O)[C@@](C)(OC(C)=O)C(=O)C2=CO1 | x | u | u
C=CCN1C(=O)C2(C(C(=O)OCC)=C(N)Oc3ccccc32)C2=C1CCCC2=O (stereo unspecified) | 2.3% | -14.5% | -0.3%
CN1C(CC(O)c2ccccc2)CCCC1CC(O)c1ccccc1 (stereo unspecified) | x | -20.8% | -1.5%

# High-throughput results (PubChem)
